Hsp70 displacement: Hsp70 inhibitors, probe displacement, primary screen, biochemical, fluorescence polarization (AID 583); Hsp70 fluorescence polarization probe displacement, mP; higher % means a stronger effect; one-dose displacement, % at 20 µM; IC50 in µM for titrated hits; actives 0.06% (n = 140,000); in the data active means displacement above about 50%;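 further: plate controls were vehicle for no effect and reference ligand for full effect; a part of the inactive calls stands beside numbers as strong as those of hits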
MKP-3 inhibition: inhibition of rat DUSP6 enzyme activity – biochemical, in vitro, primary screen (AID 425); inhibition, % at 20 µM; hits with a dose series show IC50 in µM; actives 0.17% (n = 110,000); recombinant MKP-3 phosphatase activity, fluorescence; higher % means a stronger effect; in the data active means inhibition above about 50%;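 further: plate controls were vehicle for no effect and reference inhibitor for full effect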
Active calls of the source: *; x = not tested or not shown; & = joins results of further samples. The list is partial, so the mix of outcomes need not match the whole.

Compound | Hsp70 displacement | MKP-3 inhibition
CC(=O)N1CCc2cc(Br)cc(S(=O)(=O)NCc3ccccn3)c21 | 0.2% | 10%
O=C1OC(Nc2cccc3ccccc23)(c2ccccc2)c2ccccc21 (centres undefined) | -0.7% | 8%
Cc1ccc2c(c1)nnn2C1CCN(CC(=O)NCCc2ccccc2)CC1 | -3.0% | -2%
CC1(C)NC(=O)N(CC(O)CN2CCOCC2)C1=O (centres undefined) | 11% | -11%
COC(=O)COc1ccc2oc(=O)cc(C)c2c1 | 2.7% | -11%
CCOc1ccc(-n2cc(C(=O)NC(C)C)c3cc(OC)c(OC)cc3c2=O)cc1 | 4.1% | x
O=C1N(CN2C(=O)C3(OCCO3)c3ccccc32)c2ccccc2C12OCCO2 | -4.7% | -4%
CC(=O)c1cccc(NC(=S)Nc2ccccc2)c1 | 1.3% | 0%
CN(C)S(=O)(=O)c1cccc(NC(=O)COC(=O)c2ccc(Br)o2)c1 | 3.8% | x
O=C(CN1CCOc2ccccc21)NC1CCCCCCC1 | 9.3% | -3%
O=C1C=C(c2ccc(Cl)cc2)C(=O)N1Nc1ccccc1 | -2.0% | x
COC(=O)Nc1ccc(C)cc1NC(=O)OC | -4.9% | -2%
CS(=O)(=O)N(CC(=O)N1CCCC1)c1ccc(Oc2ccccc2)cc1 | -1.7% | 4%
CNc1ccc(Br)cc(C(=O)/C=C/c2cccc(OC)c2)c1=O | 9.8% | x
N=c1sc(Cc2cccc3ccccc23)cn1CC(=O)c1ccccc1 | 2.2% | 4%
COc1ccc(NC(=O)COc2cccc3ccccc23)cc1Cl | -2.3% | -2%
Cc1ccc(/C(O)=C2\C(=O)C(=O)N(CCCC(=O)O)C2c2ccccc2)cc1 (centres undefined) | -2.0% | 2%
c1ccc(N(c2ccccc2)c2nc(-n3ccnc3)nc(-n3ccnc3)n2)cc1 | 5.4% | -2%
CC(C)C12CN(C(=O)c3ccccc3)CC(C(C)C)(CN(C(=O)c3ccccc3)C1)C2=O | 2.3% | 0%
C/C(NC(=O)c1cccc(F)c1)=C1/C(=O)C[C@@H]2[C@H]1C2(C)C | 5.7% | x
CC(C1CC2CCC1C2)n1c(COc2ccccc2F)nnc1SCC(N)=O (centres undefined) | 3.5% | x
CCC(C(=O)NCc1ccc(OC)cc1)n1nc(C)n2c(cc3occc32)c1=O (centres undefined) | 5.3% | x
COc1cccc(C2C(C(=O)Nc3ccccc3)=C(C)N=c3s/c(=C\c4c[nH]c5ccccc45)c(=O)n32)c1 (centres undefined) | 0.8% | 1%
Cn1cnc2c(N3CCCCC3)nccc21 | 1.8% | 1%
COc1ccc(N(CC(=O)NCC2CCCO2)S(=O)(=O)c2ccc(C)cc2)cc1OC (centres undefined) | 17% | x
CCC(=O)Oc1ccc(/C(CC)=C(\CC)c2ccc(OC(=O)CC)cc2)cc1 | 0.3% | 2%
C=CCN1C(=O)/C(=C\c2cc(C)n(-c3ccc(C)cc3)c2C)C(=O)NC1=S | -0.7% | 5%
CCc1nnc2sc(-c3cc(-c4ccccc4)nc4ccccc34)nn12 | 1.1% | 4%
O=C1c2ccccc2NC(c2ccc(Cl)cc2Cl)N1Cc1ccco1 (centres undefined) | -2.5% | 2%
COc1ccc(N2C(=O)c3ccc(C(=O)OC(C)C)cc3C2=O)cc1 | -0.8% | x

Random excerpt: 5 compounds from above.
Compound | Hsp70 displacement | MKP-3 inhibition
COc1ccc(NC(=O)COc2cccc3ccccc23)cc1Cl | -2.3% | -2%
C=CCN1C(=O)/C(=C\c2cc(C)n(-c3ccc(C)cc3)c2C)C(=O)NC1=S | -0.7% | 5%
Cc1ccc(/C(O)=C2\C(=O)C(=O)N(CCCC(=O)O)C2c2ccccc2)cc1 (centres undefined) | -2.0% | 2%
O=C1C=C(c2ccc(Cl)cc2)C(=O)N1Nc1ccccc1 | -2.0% | x
CC1(C)NC(=O)N(CC(O)CN2CCOCC2)C1=O (centres undefined) | 11% | -11%

Whole records, looked up by structure. Order of values: Hsp70 displacement, MKP-3 inhibition
CCC(=O)Oc1ccc(/C(CC)=C(\CC)c2ccc(OC(=O)CC)cc2)cc1 is entered as 0.3%, 2%
CC(=O)N1CCc2cc(Br)cc(S(=O)(=O)NCc3ccccn3)c21 is entered as 0.2%, 10%
O=C1c2ccccc2NC(c2ccc(Cl)cc2Cl)N1Cc1ccco1 (centres undefined) is entered as -2.5%, 2%
CS(=O)(=O)N(CC(=O)N1CCCC1)c1ccc(Oc2ccccc2)cc1 is entered as -1.7%, 4%
O=C(CN1CCOc2ccccc21)NC1CCCCCCC1 is entered as 9.3%, -3%

Further results follow.
Compound | Hsp70 displacement | MKP-3 inhibition
COc1ccc2c(c1OC)C(=O)N(c1ccccc1Br)C2=O | -0.4% | -1%
CCOC(=O)c1c(NC(=O)c2ccc(Cl)cc2Cl)sc(C(=O)Nc2ccccc2F)c1C | -4.7% | 1%
CN(C)/C=C1\N=C(c2ccccc2)OC1=O | -0.7% | -1%
CCSc1nnc2c(n1)OC(C)(C)Nc1ccccc1-2 | 0.1%&-0.5% | 2%&0%
CC(=O)N(c1c(C)n(C)n(-c2ccccc2)c1=O)C1(C(=O)NC2CCCC2)CCCCC1 | 1.8% | 2%
O=C1NC(=S)N/C1=C/c1cccc(O)c1 | -2.7% | 1%
O=C(c1cnn2c(C(F)(F)F)cc(-c3cccs3)nc12)N1CCN(C(c2ccccc2)c2ccccc2)CC1 | -2.9% | x
Cc1nn2c(-c3cccc(NC(=O)CSc4nc5ccccc5o4)c3)nnc2c2ccccc12 | -4.8% | -3%
Cc1ccccc1S(=O)(=O)Cc1ccc(C(=O)NCCN2CCCCC2C)o1 (centres undefined) | -2.5% | 1%
O=C(Nc1nnc(-c2cccs2)o1)c1cccc(Oc2ccccc2)c1 | -0.3% | -4%
COC(=O)c1cccc(OCC(O)Cn2cnc3cc(C)c(C)cc32)c1 (centres undefined) | x | 1%
CCOC(=O)c1ccccc1NC(=O)CN(c1cc(OC)ccc1OC)S(C)(=O)=O | 2.0% | 1%
O=C1C(=O)N(Cc2cccnc2)C(c2ccccc2)/C1=C(\O)c1ccccc1 (centres undefined) | -6.1% | 2%
CC1CN(C(=O)N2c3ccccc3Sc3ccccc32)C(C)CC1=O (centres undefined) | -2.3% | 2%
COc1cc(-c2noc(-c3ccccc3Cl)n2)cc(OC)c1OC | 1.9% | 0%
CC(=O)N(CCc1ccccc1C)Cc1cc2cc3c(cc2[nH]c1=O)OCO3 | 0.9% | -6%
COc1ccc(OC)c(N(CC(=O)Nc2ccccc2)S(C)(=O)=O)c1 | -3.3% | -8%
Cc1sc(NC(=O)CSc2nnc(C)c(=O)[nH]2)c(C#N)c1C | 6.7% | -15%
COC(=O)c1nn(-c2c(C)n(C)n(-c3ccccc3)c2=O)cc1O | 2.2% | -3%
COc1ccc(N2CCN(C(=O)c3ccc(NS(=O)(=O)c4cccc(F)c4)cc3)CC2)cc1 | 1.0% | -11%
O=C(Nc1ccccc1C(=O)Nc1ccc(Br)cc1)c1ccco1 | 2.0% | 0%
CC(=O)N(C)c1ccc(NC(=O)COc2ccc(Cl)cc2)cc1 | 0.7% | 2%
CCN1C(=O)/C(=C\c2ccc3c(c2)OCO3)C(C(=O)OC)=C1C | 3.2% | 3%
CC(C)(C)NS(=O)(=O)c1ccc(NS(=O)(=O)Cc2ccccc2)cc1 | -1.8% | x
Cc1cc(NC(=O)NC(=O)c2cccc(OC(F)(F)C(F)F)c2)n[nH]1 | 0.3% | -4%
COc1cc(NS(=O)(=O)c2ccc(N/C=C\C(=O)c3ccc4ccccc4c3)cc2)nc(OC)n1 | -1.8% | -1%
CCOC(=O)c1cccc(NC(=O)C2CCCO2)c1 (centres undefined) | -0.8% | -14%
CCOC(=O)C1=C(O)/C(=C/c2ccccc2)SC1=Nc1ccc([N+](=O)[O-])cc1 | -5.3% | 4%
CCOC(=O)c1c(NC(=O)CN2CCN(C)CC2)sc2c1CCN(C(=O)OCC)C2 | 7.2% | 0%
CCOC(=O)N1CCN(S(=O)(=O)c2ccc(C(=O)Nc3nc4ccccc4s3)cc2)CC1 | 4.0% | -3%
Fc1cccc(CN2CCCCCCC2)c1 | -1.2% | -10%
COc1ccc(CCn2c(N)cc(=O)[nH]c2=S)cc1OC | 1.7% | -6%
Cc1ccc(OCC(=O)N/N=C\c2ccc(OC(=O)c3ccc(Br)cc3)cc2)cc1 | -2.2% | 1%
COC(=O)NC(NC(=O)OC)c1ccc(Br)cc1 | 3.0% | 3%
CCCCCc1nnc(NC(=O)C(=O)OCC)s1 | -2.3% | x
CCOc1ccccc1NC(=O)c1c(NC(=O)Cc2ccccc2)sc2c1CCCCC2 | -0.1% | -2%
COc1ccc(C(F)(F)F)cc1NC(=O)c1nc2nc(C)cc(C(F)F)n2n1 | 4.4% | -6%
CCOC(=O)c1ccc(-c2n[nH]c(=O)c3ccccc23)cc1 | -3.7% | 9%
COc1ccc(-c2cn3c(n2)SCC3)cc1 | -6.2% | -6%
COC(=O)CSc1ccc2nnc(-c3ccc(F)cc3)n2n1 | -5.7% | 9%
Cc1c(C(=O)N2CCN(c3ccccn3)CC2)oc2ccccc12 | 6.5% | -23%
COc1ccccc1N1C(=O)CC(Nc2ccc(N3CCOCC3)cc2)C1=O (centres undefined) | 0.9%&0.6% | -10%&-1%
CCn1c(COc2ccccc2C)nnc1SCC(=O)NC1CCCC1 | -2.8% | 2%
CCOC(=O)CNC(=O)c1ccc(OC)cc1 | 5.3% | 0%
O=C1N/C(=N/N=C/c2ccco2)SC1Cc1ccc(F)cc1 (centres undefined) | 0.7% | 1%
Cc1ccc(-n2c(N)c(C(=O)N3CCOCC3)sc2=S)c(C)c1 | -0.9% | -6%
O=C(c1cccc(F)c1)N1CCC(N2CCOCC2)CC1 | 3.5% | x
C=CCNC(=O)COc1cccc(C)c1 | 2.0% | -1%
COc1ccccc1N1CCN(S(=O)(=O)c2ccc(Br)s2)CC1 | -4.8% | x
CC(=O)CCc1c(C)nc2c(C)cccc2c1Cl | -7.0% | -1%
O=C(CSc1ccccn1)Nc1ccc(/C=C/c2ccccc2)cc1 | 0.2% | 1%
Cc1cc2c(cc(C(=O)OCC(=O)NCc3ccco3)n2C)s1 | -1.9% | x
CCOCCCNC(=O)C1CCN(C(=O)N(C)C)CC1 | 1.9% | 5%
NC(=O)C1CCN(C(=O)CN2CCN(c3cccc(C(F)(F)F)c3)CC2)CC1 | -0.2% | -4%
CCc1cc2c3c(c(=O)oc2cc1OC)CCCC3 | 6.0% | 0%
CCOC(=O)c1c(C)oc2c1c(C(c1cccnc1)N1CCN(C)CC1)c(O)c1ccccc12 (centres undefined) | -1.4% | 8%
CC1(C)CC(=O)C2=C(C1)N=C1c3ccccc3C(=O)C1C2c1ccc(O)c(O)c1 (centres undefined) | -0.7% | 0%
CCCCOC(=O)Nc1nc2ccc(OC)cc2s1 | 18% | -5%
O=C(NCc1ccco1)c1cc(-c2cccnc2)nc2ccccc12 | 1.3% | 0%
O=C(Nc1nccs1)c1ccc(N2C(=O)CCC2=O)cc1 | 3.5% | -2%

Additional results
Compound | Hsp70 displacement | MKP-3 inhibition
Cc1c(C(N)=O)sc2ncn(CC(=O)OC(C)C)c(=O)c12 | 1.1% | x
CC(C)(C(N)=O)N1CCN(c2ncc(C(F)(F)F)cc2Cl)CC1 | -3.4% | x
NCCCCNc1ccccc1[N+](=O)[O-] | 3.8% | -5%
COCCn1c(SCC(=O)NCc2cccs2)nnc1-c1ccc(OC)cc1 | 2.9% | -4%
Cc1ccc(N2C(=O)NC(=O)/C(=C\c3cc(C)n(C)c3C)C2=O)cc1 | -2.6% | 2%
NS(=O)(=O)c1ccc(NC(=O)CN2CCCCC2)cc1 | -1.4% | -4%
N=c1c2c(-c3ccccc3)c(-c3ccccc3)n(Cc3ccccc3)c2ncn1CCCn1ccnc1 | -5.4% | 19%
O=C(C1CCCC1)N1CCN(c2ccc([N+](=O)[O-])cc2)CC1 | -2.0% | 4%
COc1ccc(N2CCN(C(=O)CSc3ncnc4c3cnn4-c3ccccc3C)CC2)cc1 | -2.9% | 3%
Cc1ccc(NC(=O)c2cc3c(C)nn(-c4ccccc4)c3s2)cc1[N+](=O)[O-] | 4.5% | 4%
COc1ccc(N2CCN(c3oc(-c4ccco4)nc3C#N)CC2)cc1 | 1.7% | -5%
COc1ccc(N2CCSC2C(=O)c2ccccc2)cc1 (centres undefined) | 0.3% | 4%
CC(C)(C)c1[nH]nc2c1C(c1cccnc1)C(C#N)=C(N)O2 (centres undefined) | -1.5% | -8%
CCOc1ccc(NC(=O)c2ccc(N3C(=O)c4cccnc4C3=O)cc2)cc1 | -6.4% | 2%
Cc1nn(-c2ccc(F)cc2)c2sc(C(=O)O)cc12 | 1.7% | -1%
COc1ccc2[nH]cc(CCNC(=S)Nc3ccccc3)c2c1 | -7.5% | 3%
C=C(CC)C(=O)c1ccc(OCC(=O)O)c(Cl)c1Cl | 6.8% | 4%
CC(=C\c1ccccc1)/C=C1/SC(=O)N(c2ccc(Cl)cc2)C1=O | 1.2% | -2%
CC(=O)C(C(C)=O)C1=C(Cl)C(=O)C(=O)c2ccccc21 | 5.2% | 71%*
O=C(CN1CCCCC1)Nc1cccc(Br)c1 | 2.9% | -4%
O=C(CSc1nnc(CNc2ccc(Cl)cc2)o1)Nc1nc2c(s1)CCCC2 | 4.2% | -3%
CN(C)CC(O)COc1ccc(-c2ccc(C#N)cc2)cc1 (centres undefined) | x | -6%
O=C(CCCC(=O)N1CCCc2ccccc21)N1CCCc2ccccc21 | -4.4% | -2%
CC(C)C1Oc2ccccc2N(CC(=O)NCCCN2C(C)CCCC2C)C1=O (centres undefined) | 2.1% | -5%
CC(C)(C)c1ccc(CN2C3=NCCCN3c3ccccc32)cc1 | -1.0% | x
CCOC(=O)c1cc2c(=O)n3ccccc3nc2n(CC(C)C)c1=NC(=O)c1ccco1 | x | -4%
